Source: PubChem BioAssay (several laboratories)
human PMI inhibitors – human PMI inhibitors, high substrate, primary screen, biochemical, fluorescence intensity, high mannose 6-phosphate (AID 1220); recombinant PMI enzyme, coupled fluorescence intensity; higher % means a stronger effect; 0.66% of 190,000 active; one-dose inhibition, % at 20 µM; IC50 in µM for titrated hits; Mannose-6-phosphate isomerase (Homo sapiens)
SIAH1 antagonists – Siah-1 peptide-binding antagonists, primary screen, biochemical, fluorescence polarization, rhodamine-plectin, uHTS (AID 1817) | 0.02% of 290,000 active | Siah-1 / rhodamine-plectin peptide fluorescence polarization; higher % means a stronger effect | one-dose displacement, % at 20 µM; IC50 in µM for titrated hits;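 active = displacement of at least 50% at 20 µM, with a fluorescence ratio check between 0.3 and a set limit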;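 note: plate controls were Siah plus tracer with DMSO for no effect and tracer alone without Siah for full effect; strong numbers were not always called active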
Myeloid diff MLP – induction of myeloid progenitor differentiation, primary screen, cell-based, flow cytometry, MLPCN library; ER-HoxA9 myeloid progenitors, lysozyme-GFP differentiation; calls only at 10 µM; 1% of 360,000 active; AID 624256, 2012;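 active = normalized GFP-positive differentiation at or above the plate's own cutoff, the solvent-only control mean plus 3 SD; inconclusive = no clear call, values can overlap the other calls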;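 note: cells exposed to compound for four days before flow analysis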
WT yeast gro inh – growth inhibition of WT strain, primary screen, mitochondrial fusion inhibitor project, WT and mutant strains, chemical genetic; mitochondrial fusion phenotypic screen; inhibition, % at 10 µM; 2.1% of 190,000 active; AID 1362, 2008; in the data active = inhibition above about 58%; tested in S. cerevisiae
human PMI inhibition – inhibitors of human PMI, primary screen, biochemical, fluorescence intensity, coupled assay (AID 1209) | Mannose-6-phosphate isomerase (Homo sapiens) | purified PMI enzyme, coupled fluorescence intensity; higher % means a stronger effect | inhibition, % at 20 µM; hits with a dose series show IC50 in µM | 0.42% of 190,000 active;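 note: plate controls were DMSO vehicle for no effect and wells lacking substrate for full effect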
TNAP activators – human TNAP enzyme activators, primary screen, biochemical, luminescent, no phosphate acceptor, uHTS (AID 1001); purified TNAP, luminescent activation assay, no phosphate acceptor; higher activation fold means a stronger effect; Alkaline phosphatase, tissue-nonspecific isozyme (Homo sapiens); 0.03% of 200,000 active; one-dose activation fold at 20 µM; EC50 in µM for titrated hits; in the data active = activation fold from about 3, or a potency from the dose series; inactive = the rest, 99 in 100 with activation fold below about 1.6; note: many of its hits are not listed in these tables
RSV antiviral HEp-2 – RSV antiviral activity via CPE protection, HEp-2 cells, primary 10 µM value included (AID 2391); CPE inhibition, % at 10 µM, or IC50 in µM where a hit was titrated; HEp-2 cells, RSV-induced CPE inhibition; higher % means a stronger effect; 0.13% of 310,000 active; in the data active = a potency from the dose series; inconclusive = CPE inhibition mostly from about 23% at the one dose, without a potency; inactive = the rest, 99 in 100 with CPE inhibition below about 21%; note: strong numbers were not always called active
PhoP inhibition – inhibitors of PhoP regulon expression, primary screen, Salmonella Typhimurium, GFP reporter (AID 1863); 0.16% of 300,000 active; S. Typhimurium PhoP-regulated promoter GFP reporter, 4 h; higher % means a stronger effect; one-dose inhibition, % at 50 µM; IC50 in µM for titrated hits;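 active = inhibition over 29.93%, a cutoff 3 SD above the screen mean, later confirmed by dose response; inconclusive = inhibition over 29.93% but no dose response follow-up; inactive = inhibition at most 29.93% or unconfirmed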;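 note: 0% = low Mg2+ inducing control and 100% = high Mg2+ repressing control; strong numbers were not always called active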
XIAP antagonists – XIAP antagonists, biochemical, IAP family, fluorescence polarization (AID 1018) | 0.007% of 200,000 active | E3 ubiquitin-protein ligase XIAP (Homo sapiens) | XIAP BIR domain, fluorescence polarization peptide displacement; higher % means a stronger effect | one-dose displacement, % at 20 µM; IC50 in µM for titrated hits; in the data active = displacement above about 50%; note: a part of the inactive calls stands beside numbers as strong as those of hits
WT yeast gro inh mutant strain – second read-out of WT yeast gro inh, no call of its own (marks repeat the call); inhibition, %; mitochondrial fusion phenotypic screen, mutant strain inhibition
Myeloid diff MLP GFP+ MAC1+ % – second read-out of Myeloid diff MLP, no call of its own (marks repeat the call); GFP+ MAC1+ double positive, %; measured here: differentiation confirmed by MAC1 staining
Active calls of the source: *. Cut-off read from the data, not from the text of the source, unless noted: active = inhibition above about 50%; inactive = the rest.

`Cc1ccc(SCCC(=O)NC2CC2)cc1` gave SIAH1 antagonists -2%, Myeloid diff MLP inactive, WT yeast gro inh -6, TNAP activators 1.1, RSV antiviral HEp-2 -0.2%, PhoP inhibition 13%, XIAP antagonists -2.9%, WT yeast gro inh mutant strain -5 and Myeloid diff MLP GFP+ MAC1+ % 1.1.
`COc1cc(Cl)ccc1S(=O)(=O)n1nc(C)cc1C` gave human PMI inhibitors -16%, SIAH1 antagonists -3%, Myeloid diff MLP inactive, WT yeast gro inh 12, human PMI inhibition 2%, TNAP activators 1, RSV antiviral HEp-2 -1.9%, PhoP inhibition 0%, XIAP antagonists -3.6%, WT yeast gro inh mutant strain 5 and Myeloid diff MLP GFP+ MAC1+ % 5.6.
O=c1c2c(nc3c(-c4ccc(Cl)cc4)c[nH]n13)CCC2 was read as human PMI inhibitors -17%, SIAH1 antagonists -11%, Myeloid diff MLP inactive, WT yeast gro inh -9, human PMI inhibition -22%, TNAP activators 1.3, RSV antiviral HEp-2 -4.7%, PhoP inhibition -6%, XIAP antagonists -7.4%, WT yeast gro inh mutant strain 2 and Myeloid diff MLP GFP+ MAC1+ % 0.2.
Screening O=C(Nc1ccccc1C(=O)O)c1ccc2ccccc2n1 returned human PMI inhibitors 5%, SIAH1 antagonists -10%, Myeloid diff MLP inactive, WT yeast gro inh -7, human PMI inhibition 5%, TNAP activators 1, RSV antiviral HEp-2 12%, PhoP inhibition -5%, XIAP antagonists -3.0%, WT yeast gro inh mutant strain -2 and Myeloid diff MLP GFP+ MAC1+ % 1.2.
For CC1(C)Cn2c(nc(=O)c3c2NCN(CCc2ccccc2)C3)S1 the results were human PMI inhibitors -7%, SIAH1 antagonists -4%, Myeloid diff MLP inactive, WT yeast gro inh 6, human PMI inhibition -7%, TNAP activators 1.1, RSV antiviral HEp-2 -1.9%, PhoP inhibition -6%, XIAP antagonists 1.6%, WT yeast gro inh mutant strain 7 and Myeloid diff MLP GFP+ MAC1+ % 0.6.
Screening CCC(=O)NNC(=O)c1c(O)c2ccccc2[nH]c1=O returned human PMI inhibitors 14%, SIAH1 antagonists 9%, Myeloid diff MLP inactive, WT yeast gro inh -10, human PMI inhibition 3%, TNAP activators 1.4, RSV antiviral HEp-2 -1.2%, PhoP inhibition -5%, XIAP antagonists -1.0%, WT yeast gro inh mutant strain -14 and Myeloid diff MLP GFP+ MAC1+ % 0.2.
Screening COC(=O)c1cc(CC(=O)c2ccc(O)cc2O)c(C)o1 returned human PMI inhibitors 6%, SIAH1 antagonists -2%, Myeloid diff MLP inactive, WT yeast gro inh 7, human PMI inhibition 3%, TNAP activators 1, RSV antiviral HEp-2 0.9%, PhoP inhibition 4%, XIAP antagonists -1.8%, WT yeast gro inh mutant strain -5 and Myeloid diff MLP GFP+ MAC1+ % 6.6.
Cn1c(CNC(=O)c2ccccc2)nnc1SCC(=O)Nc1nccs1 was read as human PMI inhibitors 8%, SIAH1 antagonists 3%, Myeloid diff MLP inactive, WT yeast gro inh -1, human PMI inhibition 9%, TNAP activators 1, RSV antiviral HEp-2 -0.1%, PhoP inhibition -2%, XIAP antagonists -2.6%, WT yeast gro inh mutant strain 14 and Myeloid diff MLP GFP+ MAC1+ % 0.0.
`Cc1nnc(NC(=O)CSC2CCCCC2)s1` gave human PMI inhibitors 0%, SIAH1 antagonists -1%, Myeloid diff MLP inactive, WT yeast gro inh 13, human PMI inhibition 0%, TNAP activators 1.1, RSV antiviral HEp-2 2.3%, PhoP inhibition 3%, XIAP antagonists -0.8%, WT yeast gro inh mutant strain 9 and Myeloid diff MLP GFP+ MAC1+ % 1.3.
Screening CCOC(=O)N1CCN(C(=O)/C(=C/c2ccccc2OC)NC(=O)c2ccccc2)CC1 returned human PMI inhibitors 5%, SIAH1 antagonists 4%, Myeloid diff MLP inactive, WT yeast gro inh -6, human PMI inhibition 4%, TNAP activators 1.1, RSV antiviral HEp-2 1.6%, PhoP inhibition 1%, XIAP antagonists -2.1%, WT yeast gro inh mutant strain -8 and Myeloid diff MLP GFP+ MAC1+ % 1.0.
`C/C(=N\NC(=O)C(O)c1ccccc1)c1ccc(Cl)cc1` (stereo unspecified) gave SIAH1 antagonists -2%, Myeloid diff MLP inactive, RSV antiviral HEp-2 2.6%, PhoP inhibition 9% and Myeloid diff MLP GFP+ MAC1+ % 1.0.
For CCOC(=O)C1CCCN(C(=O)Nc2ccccc2)C1 (stereo unspecified) the results were human PMI inhibitors -7%, SIAH1 antagonists 0%, Myeloid diff MLP inactive, WT yeast gro inh -6, human PMI inhibition -7%, TNAP activators 1.1, RSV antiviral HEp-2 0.2%, PhoP inhibition 12%, XIAP antagonists -3.2%, WT yeast gro inh mutant strain -5 and Myeloid diff MLP GFP+ MAC1+ % 10.
Screening O=C(O)c1ccc(Nc2nc3ccc(Cl)cc3[nH]2)cc1 returned SIAH1 antagonists -5%, Myeloid diff MLP inactive, RSV antiviral HEp-2 3.2%, PhoP inhibition -17% and Myeloid diff MLP GFP+ MAC1+ % 0.9.
Screening COc1ccccc1NS(=O)(=O)c1ccc2c(c1)NC(=O)C(C)S2 (stereo unspecified) returned SIAH1 antagonists -4%, Myeloid diff MLP inconclusive, RSV antiviral HEp-2 15% and PhoP inhibition 1%.
`O=C(N/N=C/C=C/c1cccc([N+](=O)[O-])c1)c1ccncc1` gave SIAH1 antagonists -1%, Myeloid diff MLP inactive, RSV antiviral HEp-2 1.4%, PhoP inhibition 14% and Myeloid diff MLP GFP+ MAC1+ % 1.1.
Screening Cc1cn(C2CCC(CO)O2)c(=O)[nH]c1=O (stereo unspecified) returned SIAH1 antagonists 4%, Myeloid diff MLP inactive, RSV antiviral HEp-2 1.0%, PhoP inhibition 0% and Myeloid diff MLP GFP+ MAC1+ % 1.0.
Screening Cc1ccc2nc3c(cc(C(=O)NCC4CCCO4)c(=N)n3CC3CCCO3)c(=O)n2c1 (stereo unspecified) returned SIAH1 antagonists -4%, Myeloid diff MLP inactive, RSV antiviral HEp-2 0.8%, PhoP inhibition 3% and Myeloid diff MLP GFP+ MAC1+ % 0.8.
For CCCc1c(C(=O)NNc2ccccc2OC)cnn1-c1ccccc1 the results were SIAH1 antagonists 2%, Myeloid diff MLP inactive, RSV antiviral HEp-2 6.5%, PhoP inhibition 2% and Myeloid diff MLP GFP+ MAC1+ % 0.4.
Screening CCOc1ccc(CO[C@@H]2O[C@H](CO)[C@@H](O)[C@H](O)[C@H]2NC(C)=O)cc1OC returned SIAH1 antagonists 5%, Myeloid diff MLP inactive, RSV antiviral HEp-2 -0.2%, PhoP inhibition -2% and Myeloid diff MLP GFP+ MAC1+ % 0.8.
For COc1cccc(NC(=O)CSc2nnc(CNC(=O)c3ccccc3F)o2)c1 the results were SIAH1 antagonists 0%, Myeloid diff MLP inactive, RSV antiviral HEp-2 -0.1%, PhoP inhibition 8% and Myeloid diff MLP GFP+ MAC1+ % 0.2.

Reprinted from the part before: 2 entries, then new ones.
Screening CCOc1ccc(CO[C@@H]2O[C@H](CO)[C@@H](O)[C@H](O)[C@H]2NC(C)=O)cc1OC returned SIAH1 antagonists 5%, Myeloid diff MLP inactive, RSV antiviral HEp-2 -0.2%, PhoP inhibition -2% and Myeloid diff MLP GFP+ MAC1+ % 0.8.
For COc1cccc(NC(=O)CSc2nnc(CNC(=O)c3ccccc3F)o2)c1 the results were SIAH1 antagonists 0%, Myeloid diff MLP inactive, RSV antiviral HEp-2 -0.1%, PhoP inhibition 8% and Myeloid diff MLP GFP+ MAC1+ % 0.2.
O=C(N/N=C/c1ccc[nH]1)c1sc2ccccc2c1Cl was read as human PMI inhibitors -40%, SIAH1 antagonists -7%, Myeloid diff MLP inactive, WT yeast gro inh 14, human PMI inhibition -36%, TNAP activators 1.1, RSV antiviral HEp-2 -1.3%, PhoP inhibition 1%, XIAP antagonists 2.5%, WT yeast gro inh mutant strain 6 and Myeloid diff MLP GFP+ MAC1+ % 3.9.
For Cc1cc(=O)[nH]c2c(C)c(N)ccc12 the results were human PMI inhibitors 3%, SIAH1 antagonists 0%, Myeloid diff MLP inactive, WT yeast gro inh 13, human PMI inhibition -2%, TNAP activators 1.1, RSV antiviral HEp-2 -0.1%, PhoP inhibition -6%, XIAP antagonists -5.8%, WT yeast gro inh mutant strain 13 and Myeloid diff MLP GFP+ MAC1+ % 0.4.
Cc1ccc(S(=O)(=O)N(C)c2ccccc2C(=O)N2CCCC2)cc1 was read as SIAH1 antagonists -1%, Myeloid diff MLP inactive, RSV antiviral HEp-2 1.6%, PhoP inhibition -8% and Myeloid diff MLP GFP+ MAC1+ % 1.1.
Screening Cc1ccccc1NC(=O)Cn1cnc2c(oc3ccccc32)c1=O returned human PMI inhibitors 2%, SIAH1 antagonists 4%, Myeloid diff MLP inactive, WT yeast gro inh -8, human PMI inhibition 4%, TNAP activators 1, RSV antiviral HEp-2 1.0%, PhoP inhibition -6%, XIAP antagonists -3.1%, WT yeast gro inh mutant strain -2 and Myeloid diff MLP GFP+ MAC1+ % 0.6.
`O=C(COC(=O)CC1CC2CCC1C2)NC(=O)NC1CCCC1` (stereo unspecified) gave human PMI inhibitors 7%, SIAH1 antagonists 5%, Myeloid diff MLP inactive, WT yeast gro inh 19, human PMI inhibition 8%, TNAP activators 1.1, RSV antiviral HEp-2 -0.7%, PhoP inhibition -9%, XIAP antagonists -4.5%, WT yeast gro inh mutant strain 20 and Myeloid diff MLP GFP+ MAC1+ % 0.6.
C[C@@H]1C=C(C(=O)NCc2nc3ccccc3[nH]2)O[C@H](OCc2ccc(CO)cc2)C1 was read as SIAH1 antagonists 0%, Myeloid diff MLP inactive, RSV antiviral HEp-2 -0.7%, PhoP inhibition -2% and Myeloid diff MLP GFP+ MAC1+ % 0.2.
O=C(OCc1ccc(F)cc1Cl)c1ccccn1 was read as human PMI inhibitors 3%, SIAH1 antagonists 0%, Myeloid diff MLP inactive, WT yeast gro inh 16, human PMI inhibition 9%, TNAP activators 1.1, RSV antiviral HEp-2 0.2%, PhoP inhibition 15%, XIAP antagonists -1.7%, WT yeast gro inh mutant strain 11 and Myeloid diff MLP GFP+ MAC1+ % 4.4.
`CC(=O)Nc1ccc(N2CCc3c(C)c(C#N)c4nc5ccccc5n4c32)cc1` gave human PMI inhibitors 40%, SIAH1 antagonists 0%, WT yeast gro inh 5, human PMI inhibition 15%, TNAP activators 1.1, RSV antiviral HEp-2 2.5%, PhoP inhibition -22%, XIAP antagonists -6.2% and WT yeast gro inh mutant strain -10.
Cc1ccc(CN/C=C/C(=O)c2ccc(Br)cc2)cc1 was read as human PMI inhibitors 4%, SIAH1 antagonists -2%, Myeloid diff MLP inactive, WT yeast gro inh 21, human PMI inhibition 15%, TNAP activators 1, RSV antiviral HEp-2 1.2%, PhoP inhibition -7%, XIAP antagonists -8.5%, WT yeast gro inh mutant strain 4 and Myeloid diff MLP GFP+ MAC1+ % 0.4.
